# Growth percent in the NCI-60 one-dose screen (48 h, 10 µM unless noted): 100 = growth as untreated, 0 = no growth, -100 = all killed.
# SR: SR leukemia cells | hit rate 8.7% among 73,000
# K-562: K-562 leukemia. AID 1794777. hit rate 7.4% among 78,000
# MDA-MB-231: MDA-MB-231 breast cancer; hit rate 5% among 81,000; AID 1794789
# MOLT-4: MOLT-4 leukemia cells. hit rate 6.9% among 80,000
# MCF7: MCF7 breast cancer | hit rate 6.3% among 82,000
# MDA-MB-468: MDA-MB-468 breast cancer; hit rate 8.5% among 78,000
# T-47D: T-47D breast cancer; hit rate 5% among 79,000; AID 1794792
# BT-549: BT-549 breast cancer. hit rate 4.4% among 78,000
# * marks the source's active call; other numbers are inactive results; · = no result given; & = joins results of further samples. Rule for the calls: active = growth percent below 10; inactive = the rest.
SMILES,SR,K-562,MDA-MB-231,MOLT-4,MCF7,MDA-MB-468,T-47D,BT-549
COc1ccc(-c2csc(N(C(=O)N3CCN(c4cc5c(cc4F)c(=O)c(C(=O)O)cn5C4CC4)CC3)c3ccccc3)n2)cc1,10,14,28,16,8.7*,7.9*,17,-4.7*
O=C(OCC1OC(n2ccc(=O)[nH]c2=O)C2OC12)c1ccccc1 (stereo not drawn),98,88,104,95,99,109,103,104
O=C(N/N=C/c1ccccc1Cl)c1ccc([N+](=O)[O-])cc1,81,101,102,92,94,115,90,84
C=CCn1cc(-c2nc3ccccc3s2)c2cc(-c3ccc4c5c(cccc35)C(=O)N(CCN3CCOCC3)C4=O)ccc21,105,100,102,104,93,108,101,109
CC(=O)Nc1ccc2ncc(C(N)=O)c(Nc3ccc(C)cc3)c2c1,90,103,88,98,92,90,93,102
Cc1[nH]c(C2CC(c3cccs3)=NN2c2ccc(Cl)cc2)c(C)c1C(=O)NCC(F)(F)F (stereo not drawn),97,90,99,88,90,105,98,100
O=C(Nc1ccc(NC(=O)c2cc(=O)[nH]c3ccccc23)cc1)Nc1ccc(Cl)c(C(F)(F)F)c1,91,106,99,101,99,114,96,117
CCOC(=O)/C=C1/S/C(=N\N=C\c2ccc(C(F)(F)F)cc2)N(c2ccccc2)C1=O,88,86,109,83,88,100,89,101
COc1cc(Cn2c(SCCC(=O)Nc3ccc(F)cc3)nc3ccccc3c2=O)cc(OC)c1OC,57,71,66,49,91,88,78,93
O=C(NCc1ccco1)C1CCN(S(=O)(=O)c2ccc(Cl)cc2)CC1,20,14,69,47,65,56,78,84
CCCCC(CC)COC1CCS(=O)(=O)C1 (stereo not drawn),79,91,104,88,96,116,107,115
NC(=S)N1N=C(c2ccccc2)CC1=O,95,·,109,99,104,105,92,109
CCOC(=O)c1ncc(-c2cc(F)c(F)c(F)c2)c(NC2CCCCCC2)n1,54,90,116,91,88,·,99,106
C=CC(=O)NCCNc1nccc(Nc2ccc(S(=O)(=O)Nc3ccccn3)cc2)n1,78,88,120,87,91,95,82,99
O=C(NNc1ncnc2ccccc12)Nc1ccccc1,100,101,89,102,93,110,95,118
Cc1cc2c(-c3nc4ccccn4c3NC34CC5CC(CC(C5)C3)C4)c(O)c(O)cc2c(O)c1-c1c(C)cc2c(-c3nc4ccccn4c3NC34CC5CC(CC(C5)C3)C4)c(O)c(O)cc2c1O,13,7.4*,22,8.1*,12,-11*,-0.4*,9.5*
COc1cc(NC(=O)CSc2nnc(-c3ccc(-c4nc5ccccc5[nH]4)cc3)o2)cc(OC)c1OC,56,49,87,64,60,110,52,108
COc1ccc(/C=C2\CC/C(=C\c3ccc(OC)c(O)c3Cl)C2=O)c(Cl)c1O,74,94,119,80,65,103,78,99
O=C(Nc1ccc(Cl)cc1)Sc1nnc2sc3ccccc3n12,96,105,82,102,88,87,88,101
Nc1cccc2c1C(=O)c1ccc(Cl)cc1C2=O,86,·,86,73,83,94,78,95
O=C(C(=O)c1ccc(O)c(O)c1)c1ccc(O)c(O)c1,91,101,97,80,119,118,93,107
NC(N)=N/N=C/c1ccccc1O,110,99,102,116,113,110,114,109
COc1ccc(/C=C2\C(=O)N(c3nc(-c4c(O)cc(C)oc4=O)cs3)N=C2C)cc1,89,91,103,93,100,92,102,106
COc1ccc(NC(=O)Nc2ccccc2F)cc1,100,90,111,88,103,103,98,112
Nc1ncnc2c1cnn2C1CC(O)C(CO)O1 (stereo not drawn),94&112,104&111,126&112,85&97,96&90,108&105,100&110,122&125
CCOC(=O)c1c(C(=O)O)[nH]c(C)c1C,85,101,95,90,95,116,91,86
CC1(C)CC[C@]2(C(=O)O)CC[C@]3(C)C(=CCC4[C@@]5(C)C[C@@H](O)[C@@H]6OC(c7cc(F)cc(F)c7)OC[C@@]6(C)C5CC[C@]43C)C2C1 (stereo partly drawn),46,41,90,22,30,49,58,86
COC(=O)c1cc(N)cc(C(=O)OC)c1,105,108,97,96,107,104,97,122
O=S(=O)(c1ccccc1)N1CCN(Cc2ccccc2)c2ccccc21,80,78,85,78,95,84,85,111
CCCCCCNc1ncnc2c1cnn2C,84,96,88,·,85,85,83,83
Clc1ccc2c(NCCCN3CCOCC3)c3oc4ccc(Cl)cc4c3nc2c1,1.2*,2.2*,50,15,22,44,91,81
C#CCOc1ccccc1C(Nc1ccc(F)cc1)c1nnnn1C1CCCCC1 (stereo not drawn),83,77,96,80,93,91,96,108
Brc1cnc2[nH]cc(-c3csc(-c4ccc5ccccc5c4)n3)c2c1,108,99,101,97,47,43,64,103
CCOC(=O)c1cc(C(=O)c2ccc(OC)c(OC)c2)n2c1ccc1ccccc12,86,87,67,90,80,97,85,100
O=C1NC(=O)C2(CCCc3c([N+](=O)[O-])cccc32)N1 (stereo not drawn),89,81,113,96,96,103,98,105
CC(=O)NC1C(=O)OC(C(O)CO)C1O (stereo not drawn),57,100,95,97,102,97,99,112
Cc1ccc(-c2ccc(C)cc2)cc1,94,102,109,108,101,103,108,109
Fc1cc(-c2nnc(Nc3ccc(Cl)cc3)o2)cc(F)c1F,·,90,100,89,93,105,96,111
CCCCC#Cc1c(/C=C(\CCCC)SCC)n(C)c(=O)[nH]c1=O,93,72,102,62,49,·,84,100
CC1(c2nc3ccccc3cc2C#N)OCCO1,107,85,97,88,97,97,102,84
COc1ccc(Br)c(C(C)=O)c1,90,102,111,94,97,122,94,108
Nc1nc2c(s1)CCc1c-2c(Br)n(Cc2ccccc2)c1Br,21,15,81,11,78,33,34,94
Cn1c(=O)c2[nH]c(C(F)(F)F)nc2n(C)c1=O,92,99,102,83,97,103,90,109
CC(C)=NOC(=O)Nc1cccc(Cl)c1,103,95,109,107,98,·,103,90
COc1cc2oc(-c3cccc(NC(=O)c4cccc(C#N)c4)c3)cc(=O)c2c(OC)c1OC,84,58,92,70,92,109,79,95
CC(c1ccccc1)C1(O)CCCC1 (stereo not drawn),96,96,109,98,99,113,87,97
COc1cccc(-c2nc3ccc(C(=O)NN4C(=O)c5ccc(C(=O)O)cc5C4=O)cc3[nH]2)c1,88,96,105,103,93,131,98,151
Cc1oc2c(c1C(=O)N1CC[C@@H](N)C1)C(=O)c1c(c(O)c3ccccc3c1O)C2=O,1.4*,3.8*,35,0.6*,-1.0*,·,62,79
CC1=C2CC[C@@](C)(O)C2[C@H]2OC(=O)/C(=C/c3cccc(C(F)(F)F)c3)[C@@H]2CC1 (stereo partly drawn),78,71,100,72,78,89,67,95
Cc1ccc(C(C)(C)c2ccc(N)cc2)cc1,92,88,105,85,106,97,95,109
CCOC(=O)n1cnc2c(Cl)ncnc21,110,106,101,106,95,·,100,·
O=c1[nH]nnc2c1cnn2-c1ccccc1,94,93,103,87,98,110,81,91
Cc1cc(=O)[nH]c(N/N=C/C(C)C)n1,100,·,105,113,91,113,99,·
Cc1ccc(-c2cc(-c3nnc(SCC(=O)c4ccccc4)o3)c3ccccc3n2)cc1,77,93,117,95,91,115,93,93
CC(=O)CC(=O)Nc1ccc(Cl)cc1,92,84,107,89,93,122,114,99
CCOC(=O)CC/C(C)=N\NC(N)=O,109,90,99,94,94,102,94,105
COc1ccc(CNC(=O)[C@H](O)[C@@H](N)Cc2ccccc2)cc1,93,98,100,107,94,106,110,109
C/C(=N\n1cnc2c(sc(=S)n2-c2ccc(Cl)cc2)c1=O)c1cnccn1,91,94,91,89,92,121,81,110
Cc1ccc(Nc2nc(SCCC(C)C)nc(-c3ccc(F)cc3)c2C#N)cc1,75,80,67,78,74,76,61,96
O=C(O)C1CCCN1C(=O)c1cccc(Cl)c1 (stereo not drawn),·,95,115,97,104,111,106,100
# The list continues.
SMILES,SR,K-562,MDA-MB-231,MOLT-4,MCF7,MDA-MB-468,T-47D,BT-549
C=CCNC(=S)NNC(=S)NCC=C,66,81,95,72,87,99,100,106
CN(C)CCOc1nc2c3cccnc3cc(-c3cccc(Cl)c3)c2c2ncccc12,0.5*,-21*,-12*,-9.1*,-50*,2.2*,20,58
COc1ccc(-c2cc(-c3cc(OC)c(OC)c(OC)c3)[nH]c(=O)c2C#N)cc1,81,79,1.7*,80,86,80,35,70
c1ccc2cc(C[n+]3ccn(CCCCCn4cc[n+](Cc5ccc6ccccc6c5)c4)c3)ccc2c1,94,41,98,89,72,28,43,40
COc1ccc(/C(=C\c2cc(OC)c(OC)c(OC)c2)C(=O)N2CCNCC2)cc1,95,92,102,87,96,94,83,104
Cn1cc(-c2nn3cc(-c4ccc(C(F)(F)F)cc4)nc3s2)c2ccccc21,93,101,103,95,83,101,87,99
Oc1c(Cl)cccc1-c1ccccc1,89,98,92,105,92,104,99,100
CC(C)(C)c1ccc(O)c(Cl)c1,89,92,140,89,102,110,117,·
O=C1C(=Nc2ccc(Cl)c(C(F)(F)F)c2)c2cccc3cccc1c23,·,·,95,·,60,105,111,·
N#C[Se]CCOC(=O)CCC(NC(=O)c1ccc(NCc2cnc3nc(N)[nH]c(=O)c3n2)cc1)C(=O)O (stereo not drawn),85,81,94,85,97,103,87,101
CCOC(=O)/C=C(/C)N,87,105,·,90,100,106,·,110
COc1ccc2cc([C@H](C)C(=O)NCc3ccccc3)ccc2c1,30,20,38,47,22,-20*,41,43
C=C(C)[C@@H]1CC[C@]2(C=NCC#CCN3CCN(C)CC3)CC[C@]3(C)[C@H](CC[C@@H]4[C@@]5(C)CCC(=O)C(C)(C)[C@@H]5CC[C@]43C)[C@@H]12,80,73,94,95,·,88,84,94
COc1ccccc1CNCCCN1C(=O)c2ccc3c4c(ccc(c24)C1=O)C(=O)N(CCCNCCCCN)C3=O,5.2*,3.2*,9.4*,0.8*,-46*,-56*,-15*,-76*
O=C(O)C1(NC2CCCCC2)CCCCC1,78,87,115,88,98,101,93,84
Cc1c(-c2noc(-c3ccc([N+](=O)[O-])cc3)n2)no[n+]1[O-],103,94,95,101,55,104,104,96
CNc1nc2c(s1)C(c1ccc(F)c(F)c1)CC(=O)N2 (stereo not drawn),·,92,96,101,94,77,89,93

# Structural class, the compounds so far containing an NH in an aromatic ring.
SMILES,SR,K-562,MDA-MB-231,MOLT-4,MCF7,MDA-MB-468,T-47D,BT-549
O=C(OCC1OC(n2ccc(=O)[nH]c2=O)C2OC12)c1ccccc1 (stereo not drawn),98,88,104,95,99,109,103,104
Cc1[nH]c(C2CC(c3cccs3)=NN2c2ccc(Cl)cc2)c(C)c1C(=O)NCC(F)(F)F (stereo not drawn),97,90,99,88,90,105,98,100
O=C(Nc1ccc(NC(=O)c2cc(=O)[nH]c3ccccc23)cc1)Nc1ccc(Cl)c(C(F)(F)F)c1,91,106,99,101,99,114,96,117
COc1cc(NC(=O)CSc2nnc(-c3ccc(-c4nc5ccccc5[nH]4)cc3)o2)cc(OC)c1OC,56,49,87,64,60,110,52,108
CCOC(=O)c1c(C(=O)O)[nH]c(C)c1C,85,101,95,90,95,116,91,86
Brc1cnc2[nH]cc(-c3csc(-c4ccc5ccccc5c4)n3)c2c1,108,99,101,97,47,43,64,103
CCCCC#Cc1c(/C=C(\CCCC)SCC)n(C)c(=O)[nH]c1=O,93,72,102,62,49,·,84,100
Cn1c(=O)c2[nH]c(C(F)(F)F)nc2n(C)c1=O,92,99,102,83,97,103,90,109
COc1cccc(-c2nc3ccc(C(=O)NN4C(=O)c5ccc(C(=O)O)cc5C4=O)cc3[nH]2)c1,88,96,105,103,93,131,98,151
O=c1[nH]nnc2c1cnn2-c1ccccc1,94,93,103,87,98,110,81,91
Cc1cc(=O)[nH]c(N/N=C/C(C)C)n1,100,·,105,113,91,113,99,·
COc1ccc(-c2cc(-c3cc(OC)c(OC)c(OC)c3)[nH]c(=O)c2C#N)cc1,81,79,1.7*,80,86,80,35,70
N#C[Se]CCOC(=O)CCC(NC(=O)c1ccc(NCc2cnc3nc(N)[nH]c(=O)c3n2)cc1)C(=O)O (stereo not drawn),85,81,94,85,97,103,87,101

# Screens (PubChem BioAssay)

# Rows were taken by chance (roughly 13% active in at least one column).
